Screens (PubChem BioAssay)
CHRM4 antagonist = antagonists of human muscarinic M4 receptor (CHRM4) | P08173 | CHO-hM4 cells, ACh EC80, Fluo-8 calcium fluorescence | inhibition, % at 3 µM | actives 0.73% (n = 360,000) | AID 624125;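 active means inhibition above its plate's cutoff, the mean inhibition of sample wells plus 3 SD, cut at about 27% in these data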;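 further: 0% = acetylcholine EC80 with DMSO and 100% = DMSO without agonist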
Target sequence (P08173 whole entry, looked up): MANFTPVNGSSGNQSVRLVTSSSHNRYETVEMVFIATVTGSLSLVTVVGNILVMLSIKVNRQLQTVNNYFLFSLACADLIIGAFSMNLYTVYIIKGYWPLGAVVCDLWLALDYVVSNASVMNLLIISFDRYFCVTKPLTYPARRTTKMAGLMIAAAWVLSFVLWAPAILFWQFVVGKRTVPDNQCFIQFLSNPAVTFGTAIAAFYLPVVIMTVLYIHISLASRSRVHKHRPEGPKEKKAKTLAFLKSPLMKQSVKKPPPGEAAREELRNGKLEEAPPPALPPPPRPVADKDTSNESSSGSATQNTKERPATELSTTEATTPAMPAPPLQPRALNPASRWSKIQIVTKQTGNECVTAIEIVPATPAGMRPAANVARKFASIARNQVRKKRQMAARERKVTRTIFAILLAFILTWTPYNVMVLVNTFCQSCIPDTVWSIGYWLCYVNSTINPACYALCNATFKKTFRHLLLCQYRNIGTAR
M5 ag = CHRM5 agonism in calcium assay; P08912; CHO-K1 hM5 cells, Fluo-8 calcium fluorescence; 0% DMSO wells, 100% maximal acetylcholine response; activation, % at 3 µM; actives 0.19% (n = 360,000);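 active means activation above the run's mean over test compounds plus 3 SD, cut at about 23% in these data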;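 further: signal is peak over basal fluorescence ratio across the kinetic read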
Target sequence (P08912 whole entry, looked up): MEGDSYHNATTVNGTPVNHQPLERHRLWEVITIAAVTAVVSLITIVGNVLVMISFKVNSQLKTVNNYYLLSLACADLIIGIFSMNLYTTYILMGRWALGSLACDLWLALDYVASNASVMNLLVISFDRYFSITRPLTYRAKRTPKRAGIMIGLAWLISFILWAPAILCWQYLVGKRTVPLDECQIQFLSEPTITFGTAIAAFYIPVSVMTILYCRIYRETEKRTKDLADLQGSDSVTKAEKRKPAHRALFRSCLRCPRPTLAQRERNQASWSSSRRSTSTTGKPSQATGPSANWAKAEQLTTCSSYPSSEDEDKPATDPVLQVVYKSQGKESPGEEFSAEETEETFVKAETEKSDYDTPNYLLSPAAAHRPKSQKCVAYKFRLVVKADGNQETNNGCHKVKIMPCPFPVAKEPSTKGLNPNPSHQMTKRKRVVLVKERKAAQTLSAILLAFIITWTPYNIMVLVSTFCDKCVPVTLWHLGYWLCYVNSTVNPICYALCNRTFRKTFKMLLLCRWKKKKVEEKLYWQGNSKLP
CHO-K1 Ca antag = M1 antagonist counterscreen hit in parental CHO-K1 cells | actives 0.6% (n = 360,000) | inhibition, % at 3 µM | ATP-induced calcium, Fluo-8 fluorescence | AID 602250;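 active means inhibition above a per-plate cutoff, the plate's mean sample inhibition plus 3 SD, cut at about 24% in these data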;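 further: 0% = DMSO plus EC80 ATP and 100% = DMSO alone without ATP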
CHRM4 PAM = CHRM4 positive allosteric modulation; P08173; CHO-K1 hM4/Gqi5, Fluo-8 calcium fluorescence, ACh EC20; 0% = ACh EC20, 100% = maximal ACh; activation, % at 3 µM; actives 0.4% (n = 360,000);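 active means activation above its plate's cutoff, the mean activation of sample wells plus 3 SD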; further: some results filed as inactive read as strong as hits
CHRM5 PAM = potentiates acetylcholine response at human M5 receptor; activation, % at 3 µM; P08912; CHO-K1 hM5, Fluo-8 calcium, ACh EC20 PAM; 0% = ACh EC20, 100% = ACh EC100; actives 0.3% (n = 360,000);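 active means activation above the run cutoff, the mean activation of all test compounds plus 3 SD, cut at about 18% in these data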
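system = human M5 receptor in CHO-K1 cells | compound = one concentration, 3 µM final (nominal) | schedule = Post-acetylcholine fluorescence recording 140 s | signal = Fluo-8 calcium dye fluorescence, kinetic read | benchmarks = low control EC20 acetylcholine (0%), high control EC100 acetylcholine (100%) | repeats = singlicate, one well per test compound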
CHO-K1 Ca ag = M1 agonist counterscreen hit in parental CHO-K1 cells. Fluo-8 calcium fluorescence; scaled to maximal ATP response, vehicle zero. activation, % at 3 µM. actives 0.48% (n = 360,000); in the data active means activation above about 15%;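 further: untransfected CHO-K1 host cells lacking M1 receptor as counterscreen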
CHO-K1 Ca PAM = M1 PAM counterscreen hit in parental CHO-K1 cells. ATP EC20, Fluo-8 calcium fluorescence; 0% at ATP EC20, 100% at ATP max. activation, % at 3 µM. actives 0.02% (n = 360,000);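 active means activation above the run cutoff, the mean activation of all test compounds plus 3 SD, cut at about 40% in these data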;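 further: peak over basal fluorescence ratio in a 140 s read after ATP addition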
M4 ag = agonists of human muscarinic M4 receptor (CHRM4); CHO-K1 hM4/Gqi5, Fluo-8 calcium fluorescence; vehicle 0%, full acetylcholine response 100%; AID 624127; activation, % at 3 µM; actives 0.14% (n = 360,000); P08173;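 active means activation above the run mean over all test wells plus 3 SD, cut at about 32% in these data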;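 further: peak over basal fluorescence ratio per well then scaled between controls; 0% = DMSO wells and 100% = acetylcholine at EC100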
CHRM5 antagonist = CHRM5 antagonism in calcium assay; CHO-hM5 cells, Fluo-8 calcium fluorescence, ACh EC80; inhibition, % at 3 µM; actives 0.59% (n = 360,000); AID 624040;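 active means inhibition above a per-plate cutoff, the mean of that plate's test compounds plus 3 SD, cut at about 27% in these data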;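 further: 0% = acetylcholine EC80 with DMSO and 100% = DMSO without agonist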
An asterisk follows results filed as active.

The opening two entries as a preview:
Below each compound: CHRM4 antagonist, M5 ag, CHO-K1 Ca antag, CHRM4 PAM, CHRM5 PAM, CHO-K1 Ca ag, CHO-K1 Ca PAM, M4 ag, CHRM5 antagonist
#1 S=c1[nH]ccn1-c1cccc(Cl)c1Cl
  1, 0, -6, 0, 3, 0.6, 5, 0, 12
#2 O=c1cc2[nH]c3ccccc3c(=O)n2nc1-c1ccccc1
  -3, -3, -12, -6, 1, -0.2, 15, 0, -6

Results, from the first entry:
Below each compound: CHRM4 antagonist, M5 ag, CHO-K1 Ca antag, CHRM4 PAM, CHRM5 PAM, CHO-K1 Ca ag, CHO-K1 Ca PAM, M4 ag, CHRM5 antagonist
#1 S=c1[nH]ccn1-c1cccc(Cl)c1Cl
  1, 0, -6, 0, 3, 0.6, 5, 0, 12
#2 O=c1cc2[nH]c3ccccc3c(=O)n2nc1-c1ccccc1
  -3, -3, -12, -6, 1, -0.2, 15, 0, -6
#3 CCOc1ccc(N(CC(=O)NCCSc2ccccn2)S(=O)(=O)c2ccc(Cl)cc2)cc1
  -18, -2, -15, -3, -4, 0.6, 2, 0, 4
#4 CC1(C(=O)NS(=O)(=O)c2ccccc2Cl)CCN1C(=O)Cc1ccccc1Cl (stereo unspecified)
  -12, 0, -8, -3, -1, 0.8, 10, 0, -4
#5 CCc1ccc(-n2c(C)cc(/C=N/NC(=O)OC)c2C)cc1
  -9, -5, 0, -3, 2, -0.3, -2, 0, -9
#6 CC1Sc2ccc(S(=O)(=O)CCC(=O)N3CCCCC3)cc2NC1=O (stereo unspecified)
  -17, -1, -7, 7, -3, 2.4, -1, 2, 4
#7 COC(=O)c1cnn(C(=O)c2ccccc2Br)c1N
  -2, 4, -4, -5, -4, -0.1, 1, -1, 9
#8 CCC(=O)NCCSc1c[nH]c2ccccc12
  -2, 2, -6, 0, -3, 1.2, 11, 0, 11
#9 Cn1nnc2cc(NC(=O)N3CC4(C)CC3CC(C)(C)C4)ccc21 (stereo unspecified)
  2, -5, -5, -8, -2, 0.7, 11, 1, 9
#10 COc1ccccc1C(c1nnnn1CC1CCCO1)N1CCC(C(N)=O)CC1 (stereo unspecified)
  2, -6, -10, 3, -4, 0.5, 10, 1, -3
#11 Cc1ccc(S(=O)(=O)Nc2cc(-c3ccccc3)nn2C)cc1Cl
  5, -5, -8, -3, -1, 1.0, 3, -1, 2
#12 COc1cc(NS(=O)(=O)c2ccc(NC(=S)NC(=O)c3ccccc3)cc2)nc(OC)n1
  -9, -5, -4, -1, -1, 0.0, -24, -1, -3
#13 CC(=O)N1N=C(c2ccccc2)OC1c1cccnc1 (stereo unspecified)
  -7, -1, -7, 4, 5, 0.6, -5, 0, 18
#14 CCOC(=O)N1CCN(C(=O)Cn2nc(C)c3sc4ccccc4c3c2=O)CC1
  4, 0, -10, -3, 6, 0.0, 15, 1, -4
#15 Cc1c(-c2cccs2)[n+](=O)c2c(n1[O-])CCCC2
  -2, 2, 7, 0, -1, 0.1, -8, 0, 1
#16 CCN(CC)S(=O)(=O)c1cc(NC(=O)CSc2nccn2C)ccc1C
  5, -3, -19, -2, -3, 1.1, 11, 0, 5
#17 O=C(Nc1ccc(S(=O)(=O)Nc2ncccn2)cc1)C12CC3CC(CC(Cl)(C3)C1)C2
  2, 0, -10, 19, -1, -0.3, 8, 1, 3
#18 CCCCOC(=O)Nc1ccc(S(=O)(=O)Nc2ncccn2)cc1
  -1, 1, -9, -4, -3, 1.4, 20, 7, 5
#19 CCOC(=O)C1CCN(C(=O)CCc2nnc3ccc(NCc4ccco4)nn23)CC1
  -6, -3, -18, -4, -4, 1.0, 9, 0, 10
#20 CCOCCCNC(=O)C(NC(=O)c1ccc(=O)[nH]c1)c1ccc(C)cc1 (stereo unspecified)
  -6, 1, -4, -1, 1, 1.1, 22, 0, 3
#21 COc1ccc(/C=C/C(=O)C2(O)CCCCC2)cc1OC
  4, -1, -10, -13, -4, 0.5, 6, 1, 10
#22 CC(=O)c1ccc(OC(=O)C2CSC3(C)CCC(=O)N23)cc1 (stereo unspecified)
  -7, 1, -7, 6, 0, 0.3, 14, 0, 9
#23 Nc1ccccc1Nc1ccncc1[N+](=O)[O-]
  6, -1, -15, 3, 2, 0.6, 19, 0, -6
#24 Cc1nc(SCC(=O)OCc2ccccc2)c(C#N)c(-c2ccccc2)c1C(=O)Nc1ccccc1
  15, -1, 14, -13, -14, 2.2, 12, 4, 10
#25 O=C(O)C(Cc1ccccc1)NC(=O)C(c1ccccc1)c1ccccc1 (stereo unspecified)
  -10, -3, 4, 3, 4, -0.1, 2, 3, 1
#26 COc1cc(OC)cc(C(=O)Nc2ccccc2-c2nnn(CC(N)=O)n2)c1
  -7, -1, 5, -2, -8, 2.0, 10, 6, 8
#27 Cc1cccc(NS(=O)(=O)c2cc3c(cc2C)NC(=O)CO3)c1
  -6, 4, 3, 2, -4, 1.1, 17, 3, -2
#28 OC[C@H]1O[C@H](c2nc(-c3nc(-c4cccs4)no3)cs2)C[C@@H]1O
  -13, 1, -5, 10, -1, 0.8, 6, 2, -5
#29 O=C(COc1ccc(F)cc1)Nc1nc(-c2ccccn2)cs1
  -3, 1, -1, -4, 3, 2.4, 25, 7, 13
#30 COc1ccc(-c2nc3ccccc3c(=O)o2)cc1OC
  -1, 1, -7, 11, -12, 0.0, 1, 0, -2
#31 CC(C)n1c(NCc2cc(Cl)ccc2O)nc2ccccc21
  2, 1, -4, -3, -5, 4.1, 12, 12, 2
#32 CN(Cc1ccccc1)C(=O)CSc1nnc(-c2ccco2)n1-c1ccccc1
  -3, 1, -12, -2, -3, 1.4, -1, 3, -1
#33 Cc1oc(-c2ccccc2)cc1C(=O)Nc1cccc(/C=C/C(=O)O)c1
  0, 3, 9, -2, 6, -0.2, 4, 0, 11
#34 CC(=O)Nc1ccc(S(=O)(=O)c2ccc(N)cc2)cc1N
  -5, 1, 2, 0, -7, -0.1, 7, 1, -7
#35 COc1cccc(NC(=O)C2CC2)c1
  -11, 1, -11, 7, -3, 0.8, 16, 1, 13
#36 C[C@H](NC(=O)c1nc[nH]c1C(=O)NCc1ccc(CNC(=O)OC(C)(C)C)cc1)c1ccccc1
  16, 0, -4, -13, -19, 2.6, -9, 18, 25
#37 COc1cccc(/C=C2\SC(=S)N(CCC(=O)NC3C=CS(=O)(=O)C3)C2=O)c1 (stereo unspecified)
  6, -3, 0, 2, 7, 0.4, -7, 1, -1
#38 Cc1cc(C)c2sc(N(CCCN(C)C)C(=O)COc3ccc(Cl)cc3)nc2c1
  24, -7, 0, -16, 7, 2.5, -4, 18, 8
#39 COC(=O)[C@@H](NC(=O)Nc1cccc(OC)c1)C(C)C
  -9, -1, -20, 9, 5, 0.3, 20, 2, -3
#40 Cn1c(=O)c2nc(NCc3ccccc3)cnc2n(C)c1=O
  -1, 4, -16, 1, 2, 1.7, 12, 1, -1
#41 Cc1ccccc1CN1CCN(Cc2cc(=O)c3ccccc3[nH]2)CC1CCO (stereo unspecified)
  -5, -1, -11, -3, 1, 0.9, 1, 1, 2
#42 CN(c1ccccc1C(=O)Nc1ccc2c(c1)OCO2)S(C)(=O)=O
  1, 3, -26, 10, 4, 0.9, 19, 3, 0
#43 CCCCNC(=O)C1c2ccccc2OCC(=O)N1Cc1ccccc1 (stereo unspecified)
  -11, 1, -21, 23*, 12, 0.4, 4, 1, -16
#44 CC(C)C1Nc2ccc(C(=O)N3CCN(c4ccccn4)CC3)cc2NC1=O (stereo unspecified)
  -8, -1, -8, -7, -4, 2.7, 2, 9, 9
#45 C/C(=N\Nc1ccc2nncn2n1)c1cccs1
  0, -1, -18, -11, -1, 0.9, -25, 0, 3
#46 CCN1CCN(S(=O)(=O)c2ccc(Cl)c(C(=O)N(C)Cc3cccc(Cl)c3Cl)c2)CC1
  -2, -3, 8, -6, -5, 0.9, -18, 5, 2
#47 O=C(CSC(=S)N1CCCCC1)Nc1ncc2c(n1)CCCC2=O
  -7, -4, -6, 3, 7, 3.1, 23, 3, 5
#48 COC(=O)C1(CCSC)NC(c2ccco2)C2C(=O)N(C)C(=O)C21 (stereo unspecified)
  -4, -7, 0, 4, -5, -0.1, 12, 1, 4
#49 Cc1ccc(C(=O)CSc2nnnn2C(C)C)c(C)c1
  -5, -12, -17, 4, 7, 0.5, 9, 2, 5
#50 S=c1[nH]nc(-c2ccc(Br)o2)n1Cc1ccccc1
  9, -5, -3, 18, 4, 0.1, -5, -2, 0
#51 CCN(CC(=O)Nc1ccc2c(c1)OCCO2)C(=O)c1ccc(Cl)cc1Cl
  -11, -4, -6, 11, 2, 1.1, 1, 2, 1
#52 O=C(CCNc1ccc(Cc2ccncc2)cc1)c1cccc([N+](=O)[O-])c1
  28*, -8, -11, -19, -16, 1.9, 5, 3, 22
#53 O=C(c1ccco1)n1nc(-c2ccc(Cl)cc2)nc1NCc1ccco1
  5, -1, 14, -4, 0, 0.1, 0, 0, -2
#54 Cc1nn(CC(=O)NCc2ccc(Cl)cc2)c(C)c1[N+](=O)[O-]
  6, -1, -3, 8, -1, 0.5, 16, 0, 0
#55 CC(=O)c1cccc(-c2cnc3c(NC=O)cc(-c4ccccc4Oc4ccccc4)cn23)c1
  2, -2, -12, -3, -13, 1.3, 7, 2, 10
#56 CCCCNC(=O)CSc1nccn1Cc1ccccc1
  -5, -1, -24, 11, 5, 0.5, 21, 1, -2
#57 Cc1cccc(C)c1Nc1nnc(SCC(=O)Nc2cc(S(=O)(=O)N3CCCCC3)ccc2Cl)s1
  -11, -4, 8, -8, -2, -0.2, -1, 1, -8
#58 CN(C)S(=O)(=O)NCC1CCCN(Cc2ccc(-c3ccccc3)cc2)C1 (stereo unspecified)
  -2, -3, -5, -11, 1, 1.5, 12, 3, 4
#59 Cn1c(NCCO)nc2c1c(=O)n(Cc1ccc(F)cc1)c(=O)n2C
  -3, -5, -11, 3, -1, 0.0, 25, 0, 2
#60 COc1ccc(/C=C2/Sc3ccc(C(=O)N4CCOCC4)cc3NC2=O)cc1OC
  -10, -3, -21, 3, -5, 1.6, 14, 0, 14
#61 O=C(CNS(=O)(=O)c1ccc(Br)cc1Cl)OCC(=O)N1CCCC1=O
  -8, -6, -14, 7, -11, 0.6, -1, 2, -2
#62 O=C(Nc1cccnc1)OC1CCCCC1
  -2, -6, -17, 5, 3, 0.1, 13, 1, 14
